TDP1 cell noCPT = qHTS for Inhibitors of human tyrosyl-DNA phosphodiesterase 1 (TDP1): qHTS in cells in absence of CPT; DT40 Tdp1-/- hTDP1 cells, no CPT, ATP luminescence, 48 h; Potency, µM (titrated, usually from 46.2 µM), inactives show at the top dose activity change, negative = growth inhibition, hits mostly inhibitors; actives 15% (n = 420,000); AID 686978, 2013; note: nearly all actives have a fitted effect of over 55% in size
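Compound effects on proliferation are scored in DT40 Tdp1-/-;hTDP1 cells in the absence of CPT. ATP levels (CellTiter-Glo luminescence) are recorded after a ≥48 hr, 37 °C incubation.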
TDP1 block = blocks human tyrosyl-DNA phosphodiesterase 1; actives 0.28% (n = 350,000); Q9NUW8; recombinant TDP1, AlphaScreen DNA substrate cleavage; Potency, µM (top dose mostly 130 µM), without a hit: top-dose activity change, negative = inhibition, most hits filed as inhibitors; note: nearly all actives have a fitted effect of over 40% in size
Target sequence (Q9NUW8 whole entry, looked up): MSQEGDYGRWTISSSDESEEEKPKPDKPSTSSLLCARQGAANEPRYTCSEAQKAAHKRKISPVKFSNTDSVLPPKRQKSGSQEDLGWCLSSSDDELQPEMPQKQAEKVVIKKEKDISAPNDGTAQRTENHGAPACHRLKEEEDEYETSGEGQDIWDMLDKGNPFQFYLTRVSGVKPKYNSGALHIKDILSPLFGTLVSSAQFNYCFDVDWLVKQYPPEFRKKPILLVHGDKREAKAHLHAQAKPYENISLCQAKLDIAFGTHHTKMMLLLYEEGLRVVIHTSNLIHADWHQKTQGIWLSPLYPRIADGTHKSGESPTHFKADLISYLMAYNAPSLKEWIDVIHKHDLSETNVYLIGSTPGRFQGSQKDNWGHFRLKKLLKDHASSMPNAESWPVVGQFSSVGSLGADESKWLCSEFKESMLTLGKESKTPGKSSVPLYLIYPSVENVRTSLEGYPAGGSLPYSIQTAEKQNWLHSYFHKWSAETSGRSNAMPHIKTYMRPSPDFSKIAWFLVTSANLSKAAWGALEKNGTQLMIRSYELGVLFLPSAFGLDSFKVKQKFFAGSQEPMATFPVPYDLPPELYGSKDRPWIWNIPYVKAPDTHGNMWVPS
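Here, a 5' biotin and 3' phosphotyrosine-FITC DNA oligonucleotide reports Tdp1 activity: intact substrate bridges AlphaScreen beads, while cleavage leaves a 3' phosphate and drops signal. All incubations at room temperature.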
TDP1 cell CPT = DT40-hTDP1 cell growth loss with CPT; chicken DT40 Tdp1-/-;hTDP1 cells + 20 nM CPT, ATP luminescence, 48 h; Potency, µM (titrated, usually from 46.2 µM), inactives show at the highest dose activity change, negative = growth inhibition, actives largely listed as inhibitors; actives 12% (n = 420,000); note: nearly all actives have a fitted effect of over 55% in size
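Cell growth measured by CellTiter-Glo luminescence after a minimum 48 h, 37 C compound exposure with 20 nM CPT in Tdp1-knockout DT40 cells stably expressing hTDP1, seeded 400/well; qHTS titration format.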
An asterisk follows results filed as active; ? = inconclusive; nt = not tested or not shown; & = joins results of further samples; [ ] = another dose, or the depositor's remark. Calls come from the whole dose curve; as a rule, active = well fitted curve in the direction sought with a large enough effect; inconclusive = small, poorly fitted or top-dose-only effect, or another doubt; inactive = no such curve, though single readings can be large; an effect the other way counts as inactive or inconclusive. % is set by controls: 0 for no effect and ±100 for the full control effect; potency is the fitted concentration of half-maximal effect.

Sample of the layout, 17 compounds:
SMILES | TDP1 cell noCPT | TDP1 block | TDP1 cell CPT
COc1ccccc1N1CCN(C(=O)C(=O)N/N=C/c2cccc(O)c2)CC1 | -13% | 5% | -18%
COc1ccc(OC)c(CN2CCCC(n3cc(C(=O)N4CCCCC4)nn3)C2)c1 (centres undefined) | -18% | nt | 0%
CCOc1ccccc1NC(=O)c1sc(-n2nc(C)c(CCC(C)C)c2C)nc1C | -17% | -4% | -12%
CC(C)C(c1nnnn1C(C)(C)C)N1CCOCC1 (centres undefined) | -19% | 3% | -9%
CS(=O)(=O)c1ccc(-c2cc(NC=O)c3ncc(-c4ccc(F)cc4)n3c2)cc1 | 23µM* | nt | 23µM*
Cn1cccc1C(=O)OCC(=O)N1CCc2ccccc21 | -4% | 0% | -12%
Cc1cc(C(=O)N2CCN(C(c3ccccc3)c3ccccc3)CC2)no1 | ? | 3% | ?
Cc1ccc(CNC(=O)CN(c2ccc(C)cc2)S(=O)(=O)c2c(C)nn(C)c2C)cc1 | ? | 1%&2% | ?
COC(=O)c1cc(NC(=O)C2(S(=O)(=O)c3ccc(C)cc3)CC2)cc(C(=O)OC)c1 | ? | 5% | -14%
O=C(CCc1ccccc1)NCCC1=CCCCC1 | -17% | -2% | -1%
COc1ccc(-c2noc(CN(C)C(=O)CCCN3C(=O)[C@H]4CC=CC[C@H]4C3=O)n2)cc1 | ? | nt | ?
COc1cccc(C2C3=C(CCCC3=O)Nc3nc(-c4cc(OC)c(OC)c(OC)c4)nn32)c1 (centres undefined) | -16% | 0% | ?
Cc1ccc2occ(/C=C/C(=O)O)c(=O)c2c1 | ? | 4% | -9%
CCCn1c(CCl)nc2cc(S(=O)(=O)N3CCOCC3)ccc21 | -7% | 1% | 4%
Cc1ccc(NCCC(=O)c2cccs2)cc1C | 5.8µM* | 0% | 4.6µM*
CCCC1CC(C)(C(=O)Cn2[nH]c(=O)ccc2=O)OC1=O (centres undefined) | -8% | 9% | 24%
Cc1ccc(SCC(=O)N2c3ccccc3Sc3ccccc32)cc1 | ? | -4% | ?

All compounds of this part, repeating the preview:
SMILES | TDP1 cell noCPT | TDP1 block | TDP1 cell CPT
COc1ccccc1N1CCN(C(=O)C(=O)N/N=C/c2cccc(O)c2)CC1 | -13% | 5% | -18%
COc1ccc(OC)c(CN2CCCC(n3cc(C(=O)N4CCCCC4)nn3)C2)c1 (centres undefined) | -18% | nt | 0%
CCOc1ccccc1NC(=O)c1sc(-n2nc(C)c(CCC(C)C)c2C)nc1C | -17% | -4% | -12%
CC(C)C(c1nnnn1C(C)(C)C)N1CCOCC1 (centres undefined) | -19% | 3% | -9%
CS(=O)(=O)c1ccc(-c2cc(NC=O)c3ncc(-c4ccc(F)cc4)n3c2)cc1 | 23µM* | nt | 23µM*
Cn1cccc1C(=O)OCC(=O)N1CCc2ccccc21 | -4% | 0% | -12%
Cc1cc(C(=O)N2CCN(C(c3ccccc3)c3ccccc3)CC2)no1 | ? | 3% | ?
Cc1ccc(CNC(=O)CN(c2ccc(C)cc2)S(=O)(=O)c2c(C)nn(C)c2C)cc1 | ? | 1%&2% | ?
COC(=O)c1cc(NC(=O)C2(S(=O)(=O)c3ccc(C)cc3)CC2)cc(C(=O)OC)c1 | ? | 5% | -14%
O=C(CCc1ccccc1)NCCC1=CCCCC1 | -17% | -2% | -1%
COc1ccc(-c2noc(CN(C)C(=O)CCCN3C(=O)[C@H]4CC=CC[C@H]4C3=O)n2)cc1 | ? | nt | ?
COc1cccc(C2C3=C(CCCC3=O)Nc3nc(-c4cc(OC)c(OC)c(OC)c4)nn32)c1 (centres undefined) | -16% | 0% | ?
Cc1ccc2occ(/C=C/C(=O)O)c(=O)c2c1 | ? | 4% | -9%
CCCn1c(CCl)nc2cc(S(=O)(=O)N3CCOCC3)ccc21 | -7% | 1% | 4%
Cc1ccc(NCCC(=O)c2cccs2)cc1C | 5.8µM* | 0% | 4.6µM*
CCCC1CC(C)(C(=O)Cn2[nH]c(=O)ccc2=O)OC1=O (centres undefined) | -8% | 9% | 24%
Cc1ccc(SCC(=O)N2c3ccccc3Sc3ccccc32)cc1 | ? | -4% | ?
O=C(CC(C(=O)O)c1cccc(Cl)c1)c1ccccc1 (centres undefined) | 9% | nt | -25%
O[C@H]1C[C@H](c2ccc(Cl)cc2)N(CC2CCCCC2)C[C@@H]1n1cc(C2CC2)nn1 | 6.5µM* | nt | 5.8µM*
Cc1ccc(NC(=O)C2Cc3ccccc3O/C2=N\O)cc1C (centres undefined) | -22% | nt | 11%
COc1cccc(NC(C)C(=O)N2CC(C)OC(C)C2)c1 (centres undefined) | -12% | -6% | -1%
COc1ccc(N/C=C(\C2OC(=O)c3ccccc32)[N+](=O)[O-])cc1 (centres undefined) | 23µM* | -2% | -1%
COc1ccc(C(=O)COC(=O)c2nc3nccc(C)n3n2)cc1F | -16% | 0% | -12%
CC(=O)NS(=O)(=O)c1cccnc1Nc1cccc(Cl)c1C | ? | 0% | ?
N#Cc1c2ccc(OCC(=O)NCc3ccco3)cc2n2ccccc12 | -16% | nt | -2%
More compounds:
SMILES | TDP1 cell noCPT | TDP1 block | TDP1 cell CPT
COc1ccc(OC)c2c1cc(C(=O)N[C@H](C(=O)N1CCC[C@H]1C(=O)O)C(C)C)n2C | -12% | nt | -16%
CC(/C=N/NC(=O)Cn1cnc2ccccc21)=C\c1ccccc1 | ? | 6% | 23µM*
O=C(CN1N=C(C(F)(F)F)CC1(O)c1ccc([N+](=O)[O-])cc1)c1ccccc1 (centres undefined) | -30% | 5%[56.1 µM] | -9%
O=C(OCc1c(-c2ccccc2)ncc2ccccc12)c1cccs1 | ? | 0% | ?
Cc1ccccc1-n1ccnc1SCC(=O)O | ? | -7% | 4%
CN(CC(=O)N(C)CC(=O)Nc1c(Cl)cccc1Cl)Cc1ccccc1F | -18% | 0% | -3%
CCOC(=O)c1sc(NC(=O)CCN2C(=O)c3cccc([N+](=O)[O-])c3C2=O)c(C(=O)OCC)c1C | -5% | 2% | -1%
COc1cc(O)c(C(CCN2CCCC2)c2ccc3c(c2)OCO3)c(OC)c1 (centres undefined) | 23µM* | 17%&6% | 23µM*
COc1ccc(-c2noc(CSc3nc(N)cc(=O)[nH]3)n2)cc1 | 18µM* | 3%&-4% | 16µM*
COC(=O)c1ccccc1NC(=O)c1ccc2c(Cl)c3c(nc2c1)CCCC3 | 4% | -1% | 2%
c1cc(Nc2ncnc3sccc23)cc(-c2nnc3n2CCCCC3)c1 | ? | 2% | 21µM*
Cc1ccc(C)c(Cn2ncc3ccccc32)c1 | ? | nt | -28%
O=C(Nc1cccc(F)c1)c1ccc2snnc2c1 | -7% | 3% | 0%
CCOC(=O)c1cnc2ccc(OCC)cc2c1N1CCN(c2cccc(Cl)c2)CC1 | 8.2µM* | 3% | 16µM*
O=C(CCC(=O)N(CC(=O)NC1CCCCC1)Cc1ccccc1)Nc1ccccn1 | -3% | 3% | 3%
CCCCOc1ccc(S(=O)(=O)Nc2cc(OC)ccc2OC)cc1 | 16µM* | 2% | ?
Cc1cc(C)c(S(C)(=O)=O)c(S(=O)c2ccc(Cl)cc2)n1 (centres undefined) | -15% | 3% | 1%
COC(=O)Nc1ccc(S(=O)(=O)N2CCC(C(=O)N(C)C3CCCCC3)CC2)cc1 | 26µM* | 4% | ?
CC(=O)Nc1nnc(CCN2CCCCC2)s1 | 8% | -1% | 4%
Cc1cc2oc(C(=O)Nc3cccc(-c4nc5ccccc5o4)c3)c(C)c2cc1C | ? | -4% | ?
N#Cc1cccc(NC(=O)N2CC[C@@]3(CCCN(S(=O)(=O)c4ccccc4)C3)C2)c1 | 21µM* | nt | ?
COc1ccc(CCNC(=O)c2ccc3c(c2)N(Cc2ccccc2C)C(=O)c2ccccc2S3)cc1OC | 3.7µM* | 10% | 3.3µM*
CCCNC(=O)c1cc(C2CCCCN2C(=O)c2ccc3ccccc3c2)on1 (centres undefined) | ? | nt | ?
Cc1ccc(Oc2ccccc2/C=C2\SC(=O)N(C)C2=O)cc1 | ? | nt | -24%
Cc1cc(C)n2c(Nc3c(C)cccc3C)c(-c3cccnc3)nc2n1 | -19% | nt | 6%
(listing goes on)
SMILES | TDP1 cell noCPT | TDP1 block | TDP1 cell CPT
OCCCNC(=S)Nc1ccc2nccnc2c1 | ? | 4% | -20%
Cc1cc(C)n(-c2ccc(C)c(Cl)c2)n1 | -5% | 10% | 4%
COc1ccc(S(=O)(=O)CCC(=O)N2CCN(c3ccc(F)cc3)CC2)cc1 | 26µM* | 1% | 21µM*
O=C(NCc1ccc(F)cc1)C1CCCN(c2nc3ccsc3c(=O)s2)C1 (centres undefined) | -14% | 0% | -8%
CC(=O)N(CCCCl)C(C#N)c1ccccc1 (centres undefined) | 8% | 3% | 16%
CCn1c(CNc2ccc(F)cc2)nnc1SCC(=O)Nc1ccc(OC)cc1 | -15% | -2% | -22%
CCOc1ncccc1C(=O)OCC(=O)Nc1cc(S(=O)(=O)N(CC)CC)ccc1C | -18% | -5% | 0%
CCCn1c(SCC(=O)N(C)C2CCS(=O)(=O)C2)nc2sc3c(c2c1=O)CCC3 (centres undefined) | ? | 3% | ?
CC(=O)c1ccc(N2CCN(C(=O)c3n[nH]c4ccccc34)CC2)cc1 | ? | 6% | ?
Cn1cnc([N+](=O)[O-])c1NC(C)(C)C | -6% | 1% | -1%
CCn1nnnc1-c1ccc(OC)c(S(=O)(=O)NCCc2ccccc2)c1 | -14% | 2% | -7%
COC(=O)c1cc(C(=O)OCC(=O)NC(=O)c2ccccc2)cc([N+](=O)[O-])c1 | -19% | 4% | 6%
Cc1cccc(C(=O)Nc2sc3c(c2C(=O)O)CCCC3)c1 | ? | nt | 16µM*
COc1ccc(OCCCC(=O)Nc2cccc([N+](=O)[O-])c2)cc1 | ? | 5% | ?
Cc1nn(Cc2ccccc2)c2c1C(c1ccc(Cl)cc1)C(C#N)=C(N)O2 (centres undefined) | 21µM* | 8% | 18µM*
COC(=O)N1CCC[C@@]2(CCN(C(=O)Nc3ccccc3)C2)C1 | -4% | nt | 10%
COc1ccc(CNc2oc(Cc3cccc4ccccc34)nc2C#N)cc1 | ? | 11% | ?
CCOC(=O)C1=C(COC(=O)CCc2ccccc2)NC(=O)NC1C (centres undefined) | 18% | 0% | -21%
COC(=O)[C@@]1(Sc2ccc(C)cc2)CC(=O)N[C@@H]1c1ccccc1 | -23% | nt | 6%
COc1ccc(/C=C2\SC(=S)N(c3cccnc3)C2=O)cc1 | ? | 4% | -7%
COc1ccc(C)cc1C(=O)C1CC(C(=O)O)C(C)(C)C1C (centres undefined) | -12% | 2% | -1%
O=C1N[C@H]2CC=C[C@H]2N(Cc2cccs2)c2ccccc21 | -10% | nt | ?
O=C(NCc1cccs1)c1csc2c1CCCCC2 | -17% | 2% | -20%
O=C(CCCc1c[nH]c2ccccc12)NCc1ccccc1C(F)(F)F | ? | nt | -22%
COc1ccc(N2CCN(c3ccc(NC(=O)C4CCCCC4)cc3C#N)CC2)cc1 | 3% | -4% | -27%
(listing goes on)
SMILES | TDP1 cell noCPT | TDP1 block | TDP1 cell CPT
O=C(NCc1cccc(F)c1)c1noc2c1CCCC2 | ? | 7% | ?
Cc1cc(C(=O)N2CCCC(C(=O)c3ccc4ccccc4c3)C2)nn1C (centres undefined) | 21µM* | 3% | ?
CCc1ccccc1NC(=O)C(CC)Sc1ncnc2c1sc1ccccc12 (centres undefined) | ? | 8% | ?
Cc1cccc(S(=O)Cc2ccc(C(=O)NC3CCN(Cc4ccccc4)CC3)o2)c1 (centres undefined) | 0% | 4% | -12%
CC1CN(C(=O)CCC(=O)NC2CCCCC2)c2ccccc2S1 (centres undefined) | ? | nt | ?
Cc1ccc(C)c(S(=O)(=O)NCCC(=O)N2CCCC(C(N)=O)C2)c1 (centres undefined) | -23% | 1% | -1%
CCN(CC)S(=O)(=O)c1ccc(N2CCOCC2)c(NC(=O)COc2ccc(Cl)cc2)c1 | ? | 2% | ?
COCCCN(C(=O)CSCC(=O)Nc1ccc(C)cc1)c1c(N)n(Cc2ccccc2)c(=O)[nH]c1=O | -9% | nt | 26%
CN(C(=O)c1ccc(NC(=O)Cc2cccc(NC(=O)C3CCN(C(=O)C4CC4)CC3)c2)cc1)C1CCCC1 | -14% | 2% | -29%
CSc1ccc(CN(C)C(=O)CNC(=O)c2ccc3c(c2)OCO3)cc1 | ? | -7%[0.505 µM] | -14%
NC(=O)c1ccc(NC(=O)CSc2nnc(-c3cccnc3)n2Cc2ccco2)cc1 | -4% | -20% | 0%
Cn1c(SCC(=O)NC2CCCCC2)nnc1-c1ccc(N)cc1 | 3% | 5% | 2%
Cc1ccccc1-c1cc(C(=O)NCc2ccc(OC(F)(F)F)cc2)n(CC2CC(c3cccnc3)=NO2)n1 (centres undefined) | ? | 1% | ?
COc1cc(C(=O)Oc2cccc(C=O)c2)cc(OC)c1OC | ? | -2% | 26µM*
